Source: PubChem BioAssay (National Center for Advancing Translational Sciences (NCATS))
PLK1 PBD inh – blocks phosphopeptide binding to human PLK1 polo-box domain. Plk1 PBD binding of FITC phosphopeptide, fluorescence polarization. 360,000 tested, 2.8% active. Potency, µM, inactives show max response, negative = inhibition, usual class: inhibitors. P53350; also: potency is read from the fitted curve at half-maximal effect; series mostly up to about 57 µM; % is scaled to controls: 0 for no effect and ±100 for the full control effect; nearly all actives have a fitted effect of over 65% in size
Abeta yeast res – compounds reversing amyloid beta toxicity in yeast | yeast expressing A-beta42, growth rescue, OD600, 48 h; response scale: 0% DMSO, 100% iron-clioquinol control | AID 1347071 | 410,000 tested, 0.063% active | Potency, µM (titrated, usually from 46.1 µM), without a hit: at the highest dose growth rescue, usual class: activators; also: potency is read from the fitted curve at half-maximal effect; nearly all actives have a fitted effect of over 55% in size
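Yeast A-beta toxicity model in growth medium with pinned compounds, 48 h at 30 C; growth read as absorbance at 600 nm. Normalized to FeCl3/clioquinol equimolar mix (positive) and DMSO (negative).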
EPAC1 agonist – agonists of human EPAC1; 360,000 tested, 0.073% active; O95398; AID 720707; EPAC1 agonist qHTS, biochemical assay; response scale: 100% = response to 6.5 mM cAMP; Potency, µM (top dose mostly 154 µM), for inactives: at the top dose activation, hits mostly activators; also: potency is read from the fitted curve at half-maximal effect; nearly all actives have a fitted effect of over 60% in size
Target sequence (O95398 whole entry, looked up): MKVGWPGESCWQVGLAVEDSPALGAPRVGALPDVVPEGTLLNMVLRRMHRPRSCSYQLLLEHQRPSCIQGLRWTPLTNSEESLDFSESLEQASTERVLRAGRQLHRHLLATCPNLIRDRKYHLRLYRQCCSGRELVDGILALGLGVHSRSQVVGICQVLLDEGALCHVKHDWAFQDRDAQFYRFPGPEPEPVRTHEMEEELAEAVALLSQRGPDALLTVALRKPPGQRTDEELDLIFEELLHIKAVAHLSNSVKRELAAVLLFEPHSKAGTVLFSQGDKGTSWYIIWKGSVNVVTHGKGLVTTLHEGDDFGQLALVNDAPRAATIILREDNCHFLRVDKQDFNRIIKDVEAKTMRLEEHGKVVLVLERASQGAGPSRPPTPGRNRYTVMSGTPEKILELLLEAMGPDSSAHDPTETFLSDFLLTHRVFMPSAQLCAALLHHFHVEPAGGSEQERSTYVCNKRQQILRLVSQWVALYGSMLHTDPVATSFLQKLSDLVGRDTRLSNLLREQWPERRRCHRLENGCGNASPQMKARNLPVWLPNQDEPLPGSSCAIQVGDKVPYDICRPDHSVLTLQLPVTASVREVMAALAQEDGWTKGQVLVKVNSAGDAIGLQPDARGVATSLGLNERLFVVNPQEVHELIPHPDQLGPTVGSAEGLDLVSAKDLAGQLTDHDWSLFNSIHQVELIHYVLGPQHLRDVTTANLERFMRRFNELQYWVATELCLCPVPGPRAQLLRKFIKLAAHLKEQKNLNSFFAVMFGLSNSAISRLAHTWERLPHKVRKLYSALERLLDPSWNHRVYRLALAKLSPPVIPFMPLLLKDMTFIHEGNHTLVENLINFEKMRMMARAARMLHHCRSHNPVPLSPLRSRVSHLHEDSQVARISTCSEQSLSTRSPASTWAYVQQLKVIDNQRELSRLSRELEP
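Compounds were pinned as a concentration titration into mixtures of EPAC1 (100 nM), BODIPY-GDP-loaded Rap1B (250 nM) and GDP (50 uM). After 5 min at room temperature, fluorescence was followed for 30 min; activity was scaled to 6.5 mM cAMP.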
WRN inhibitor – inhibitors of human WRN helicase. 360,000 tested, 0.46% active. WRN helicase unwinding, fluorescent forked duplex, kinetic. Potency, µM (titrated, usually from 114 µM), inactives show top-dose activity change, negative = inhibition, hits mostly inhibitors. Q14191; also: potency is read from the fitted curve at half-maximal effect; % is scaled to controls: 0 for no effect and ±100 for the full control effect; nearly all actives have a fitted effect of over 55% in size
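Fluorescence dequenching readout, ex 525 nm/em 598 nm, kinetic mode: forked duplex DNA (100 nM final) with adjacent fluorophore and quencher unwound by WRN (20 nM final) with 2 mM ATP. Compound preincubation 15 min, room temperature.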
IL-2 act – activators of IL-2; IL-2 activation reporter assay, cell-based qHTS; stimulated with anti-CD3/CD4/CD28 beads; in transgenic mouse T cells; activation, % (series mostly up to about 46 µM); 360,000 tested, 0.065% active; in the data active = activation above about 50%; inconclusive = mostly about 30% to 49%; also: 0% is about no effect
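Unstimulated transgenic mouse T cells, 750 per well, received compound and, after 60 minutes, anti-CD3/anti-CD4 bead plus anti-CD28 stimulation. EGFP and DsRed were quantified after 18 hours.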
FUS yeast rescue – FUS proteinopathy suppression in yeast. 390,000 tested, 0.24% active. S. cerevisiae FUS-expressing, growth rescue, OD600, 24 h. Potency, µM (titrated, usually from 76.6 µM), for the others: top-dose growth rescue (activation), hits mostly activators. AID 1347120;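 also: potency is read from the fitted curve at half-maximal effect; plate controls were DMSO vehicle for no effect and reference control for full effect; nearly all actives have a fitted effect of over 55% in size; some results filed as inactive show a strong effect at the top dose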
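Galactose (2%) drives FUS expression in yeast precultured in raffinose; seeding density OD 0.005. Test compounds incubated 24hr at 30C and 99% humidity before absorbance at 600 nm was measured.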
EPAC1 antagonist – blocks human EPAC1 exchange factor. Potency, µM (series often up to 115 µM), without a hit: at the top dose activity change, negative = inhibition, most hits filed as inhibitors. AID 720709. 360,000 tested, 0.14% active. EPAC1 GEF assay, Rap1b-BODIPY-GDP exchange fluorescence;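 also: potency is read from the fitted curve at half-maximal effect; plate controls were vehicle for no effect and positive control for full effect; nearly all actives have a fitted effect of over 50% in size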
PI5P4K alpha inh – inhibitors of human PI5P4K alpha; P48426; PI5P4Kalpha enzyme, ADP-Glo luminescence, 60 min; active compounds read low; max response, %; 330,000 tested, 1.2% active; active = max response of -50% or lower; inconclusive = between -30% and -50%; inactive = -30% or higher; also: value at the top dose of about 77 µM; % is scaled to controls: 0 for no effect and ±100 for the full control effect
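Single end-point luminescence (ADP-Glo) quantified ADP from PI5P4Kalpha turnover; ATP 5 microM final, 1 h at RT, 0.1% CHAPS and 0.28 mM EGTA in HEPES pH 7.4.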
Numbers without * were called inactive; u = inconclusive; x = no result given; & = joins results of further samples; [ ] = another dose, or the depositor's remark. Unless noted, calls follow the shape of the dose curve; as a rule, active = well fitted curve in the direction sought with a large enough effect; inconclusive = small, poorly fitted or top-dose-only effect, or another doubt; inactive = no such curve, though single readings can be large; an effect the other way counts as inactive or inconclusive.

SMILES	PLK1 PBD inh	Abeta yeast res	EPAC1 agonist	WRN inhibitor	IL-2 act	FUS yeast rescue	EPAC1 antagonist	PI5P4K alpha inh
CC1CCN(C(=O)c2ccc3c(Cl)c4c(nc3c2)CCCC4)CC1	-5%	-16%	-7%	4%	-2.4	6%	-8%	0
CCCCCCN1C[C@H](n2cc(COC(=O)c3ccccc3)nn2)[C@@H](O)C[C@@H]1c1ccccc1	1%	-9%	-2%	-2%	-2.2	19%	-8%	13
Cc1ccc(NC(=O)COC(=O)c2ccc(Cl)cc2)cc1S(=O)(=O)N(C)C	-13%	4%	4%	-12%	-0.1	35%	-23%	-3
CCOc1ccc(CN(CCO)CCO)cc1C(=O)OC	-1%	14%	1%	-2%	-0.6	-18%	-3%	4
COc1ccc(NC(=O)C(=O)NCC2CCCN2S(=O)(=O)c2cccs2)cc1 (stereo not drawn)	-1%	2%	2%	-5%	1.4	-6%	1%	-6
COc1ccc2ccc(O)c(CN(C)CC(=O)Nc3ccccc3C(F)(F)F)c2c1	11µM*	-8%	-6%	-8%[57.1 µM]	-1.2	-16%	-6%	-17
CCCCN(C)C(=O)c1cn(C)c2ccc(S(=O)(=O)N(C)C)cc2c1=O	u	2%	-9%	-5%	0.2	-15%	u	1
CCOC(=O)C1=C(CS(=O)(=O)c2ccc(C)cc2)NC(=O)NC1c1cc(OC)c(OC)c(OC)c1 (stereo not drawn)	-4%	20%	3%	-16%	1.4	9%	-1%	0
O=C(NCCCN1CCCC1=O)c1cccc(S(=O)(=O)Nc2ccc(Br)cc2)c1	-15%	-3%	-3%	-5%	-1.3	15%	-26%	7
CN(C)c1ccc(CN(C(=O)c2cccs2)C2CCS(=O)(=O)C2)cc1 (stereo not drawn)	-5%	-18%	-1%	-3%	-0.4	15%	-27%	3
CN(C)CCNC(C(=O)Nc1cccc(S(=O)(=O)N2CCOCC2)c1)c1ccccc1 (stereo not drawn)	1%	-21%	-4%	7%	1.5	16%	3%	0
O=C1C=C(O)CC(c2cccs2)C1 (stereo not drawn)	-15%	0%	9%	-18%	-2.0	u	0%	x
Cc1ccc(-n2[nH]c(C)c(/C=N/c3cccc(C)n3)c2=O)cc1	-14%	-24%	12%	-1%	-0.5	-7%	4%	-3
Cc1ccc(C(=O)NN2C(=O)C3C4c5ccccc5C(c5ccccc54)C3C2=O)cc1 (stereo not drawn)	3%	10%	-5%	6%	-2.9	x	14%	9
CCc1nc(SCc2ccccn2)c2c(=O)n(C)c(=O)n(C)c2n1	-9%	-40%[inhibitor]	-5%	-8%	-2.8	-11%	0%	-4
O=C(CSc1nnc(-c2cccs2)n1-c1ccccc1)NCc1ccc2c(c1)OCO2	-6%	6%	-3%	-6%	-0.6	6%	1%	0
c1ccc2c(C(c3nnnn3-c3ccc4c(c3)OCCO4)N3CCOCC3)ccnc2c1 (stereo not drawn)	1%	-11%	7%	-3%	0.1	1%	-2%	-5
CC(=O)Nc1cccc(Oc2nc(NC(C)C)nc3cc(-c4ccccc4)sc23)c1	-8%	-9%	4%	-10%	-0.7	u	u	21
COc1ccc(Cn2c(CCC(=O)Nc3ccc(C)cc3)nc3cccnc32)cc1	24µM*	-3%&13%	-14%	-6%	-0.5	u	-24%	-5
Cc1cccc(C)c1NC(=O)CCCCCNS(=O)(=O)c1ccccc1	24µM*	-14%	-2%	9%	-0.7	1%	-14%	-1

Four entries picked at random from those above:
SMILES	PLK1 PBD inh	Abeta yeast res	EPAC1 agonist	WRN inhibitor	IL-2 act	FUS yeast rescue	EPAC1 antagonist	PI5P4K alpha inh
COc1ccc(Cn2c(CCC(=O)Nc3ccc(C)cc3)nc3cccnc32)cc1	24µM*	-3%&13%	-14%	-6%	-0.5	u	-24%	-5
Cc1ccc(C(=O)NN2C(=O)C3C4c5ccccc5C(c5ccccc54)C3C2=O)cc1 (stereo not drawn)	3%	10%	-5%	6%	-2.9	x	14%	9
Cc1ccc(-n2[nH]c(C)c(/C=N/c3cccc(C)n3)c2=O)cc1	-14%	-24%	12%	-1%	-0.5	-7%	4%	-3
O=C1C=C(O)CC(c2cccs2)C1 (stereo not drawn)	-15%	0%	9%	-18%	-2.0	u	0%	x

The listing continues.
SMILES	PLK1 PBD inh	Abeta yeast res	EPAC1 agonist	WRN inhibitor	IL-2 act	FUS yeast rescue	EPAC1 antagonist	PI5P4K alpha inh
O=C(O)C1=C[C@H](c2ccc(F)cc2)C[C@H](OCCCCO)O1	-10%	-19%	-7%	-11%	0.1	0%	-3%	-7
CC(=O)c1cccc(N(CC(=O)Nc2ccc(S(=O)(=O)N3CCCC3)cc2)S(C)(=O)=O)c1	0%	3%	-5%	-22%	0.8	x	-26%	26
COc1cc(OC)cc(-c2n[nH]c(=S)n2-c2ccc3c(c2)OCO3)c1	-5%	37%	-3%	-2%	0.2	x	-22%	2
Cc1cc(C)n(CC(=O)c2ccc(Br)cc2)c(=O)c1C#N	-9%	-10%	-5%	10%	-3.0	38%	-7%	x
O=C(CSc1ncnc2c1oc1ccccc12)OCc1ccccc1	-3%	-4%	6%	2%	-3.6	14%	10%	x
CN1CCN(C(=O)/C(=C/c2cn(C)c3ccccc23)NC(=O)c2ccccc2)CC1	-20%	15%	3%	14%	-2.2	-1%	-25%	-2
CCc1sc(N2C(=O)C3C4CCC(C4=C(C)C)C3C2=O)nc1-c1ccccc1 (stereo not drawn)	-9%	1%	19%	-2%	-0.4	34%	0%	x
COc1ccc(Cl)cc1S(=O)(=O)N1CCC(C(=O)NCc2ccccn2)CC1	4%	-4%	8%	-6%	0.4	2%	6%	4
Cc1cc(=O)[nH]c(N/N=C/c2c(F)c(F)c(F)c(F)c2F)n1	-2%	5%	4%	-3%[57.1 µM]	-2.9	-7%	-7%	0
Cc1ccc(C(=O)Nc2nnc(S(=O)(=O)N3CCC(C)CC3)s2)cc1	-10%	1%	-9%	9%	-3.0	-3%	23%	-3
CCOc1ccc(OCCC(=O)N2CCN(S(=O)(=O)c3ccc(F)cc3)CC2)cc1	-7%	-7%	-4%	-2%	6.9	17%	-11%	11
COc1ccc(NC(=O)CN2C(=O)NC3(CCCC3)C2=O)cc1Cl	1%	-18%	7%	5%	-2.2	-10%	-2%	-3
CCCNC(=O)NCCC12CC3CC(CC(C3)C1)C2	-16%	-2%	9%	-23%[57.1 µM]	0.6	-6%	-28%	-3
COc1ccc(Cn2c(N)c(C#N)c3nc4ccccc4nc32)cc1	1%	-25%	-3%	-12%	-0.2	x	4%	2
O=C(NC1CCCCC1)C1(c2ccccc2)CC1(Cl)Cl (stereo not drawn)	-13%	0%	-2%	3%	-4.1	-20%	-5%	6
COC(=O)[C@@H](Cc1c[nH]c2ccccc12)NCc1ccc(B(O)O)cc1	0%	-10%	-10%	-8%	0.1	-15%	22%	-1
Cc1cccc(NC(=O)CNC(=O)CN2C(=O)NC3(CCCc4ccccc43)C2=O)c1C (stereo not drawn)	-5%	6%	9%	-2%	1.2	22%	5%	2
Cc1cc(-c2ccc(C)c(S(=O)(=O)NCc3ccc(Br)cc3)c2)on1	-11%	-20%	7%	-10%	-3.7	14%	-6%	10
Cc1ccc(Cl)cc1N1CCN(S(=O)(=O)c2c(C(=O)N3CCOCC3)c(C)n(C)c2C)CC1	-12%	8%	-5%	1%	1.9	29%	-2%	1
O=C(CC1C(=O)NCCN1Cc1ccccc1C(F)(F)F)NC1CCC1 (stereo not drawn)	-25%	8%	-2%	-34%	-4.0	28%	-11%	2
COc1ccc(N(CC(=O)NCc2cccs2)S(=O)(=O)c2cccnc2)cc1	-13%	-2%	-4%	-4%	-2.4	-11%	-11%	-3
COc1cc(CN2CCCCC2C(=O)Nc2ccc(Oc3ccccc3)nc2)ccc1O (stereo not drawn)	u	0%	-2%	-17%	-0.3	x	2%	13
CN(C)C(CNC(=O)c1cccc(S(=O)(=O)NCc2ccccc2)c1)c1ccco1 (stereo not drawn)	0%	-2%	-1%	-3%	-1.9	3%	-3%	1
Cc1ccc(-c2n[nH]c(=S)n2/N=C\c2ccco2)cc1	-5%	23%	-3%	2%	0.7	-23%	9%	0
Cc1ccc(NC(=O)c2ccc(COc3ccccc3[N+](=O)[O-])o2)nc1	-1%	-23%	12%	0%	0.1	23%	-29%	-5
Fc1ccc2c(c1)C(c1ccncc1)=NNC(c1cccnc1)=N2	-10%	4%	5%	-4%	-1.3	5%	-3%	0
COc1ccccc1COCC(O)CN1CCCCC1CO (stereo not drawn)	6%	-20%	-3%	5%	-2.8	-32%	15%	2
Cc1cc(C(=O)N2CCN(c3ccccc3)CC2)c(C)o1	-12%	-20%	4%	-9%	4.3	32%	-10%	x
COc1cc(NS(=O)(=O)c2ccc(NC(=O)c3cccs3)cc2)nc(OC)n1	0%	-10%	2%	-10%	-0.3	-3%	9%	5
COc1ccc(NC(=S)N/N=C/c2ccc(F)cc2)cc1OC	-15%	16%	16%	-2%	2.5	25%	0%	-11
O=C(N/N=C\C=C\c1ccc([N+](=O)[O-])o1)c1cccs1	1%	7%	3%	-8%[11.6 µM]	0.5	23%	-1%	u
O=C(c1ccc(Cl)c(S(=O)(=O)N2CCOCC2)c1)N1CCN(c2ccccc2)CC1	4%	1%	-7%	3%	-1.1	8%	u	-6
Cc1ccc(NC(=O)COC(=O)c2cc(C)nc3ccccc23)c([N+](=O)[O-])c1	-14%	-3%	3%	-34%[57.1 µM]	-4.3	-2%	0%	2
Cc1cc(NC(=O)/C=C/C(=O)N(c2ccccc2C)C(C(=O)NC2CCCC2)c2ccc(F)cc2)no1 (stereo not drawn)	-8%	-9%	16%	-13%	-1.7	-5%	-10%	x
CCCNC(=O)c1cc(Cl)c(NC(=O)C2=CSCCO2)cc1OC	-1%	7%	-4%	4%	-3.1	8%	13%	-8
CCCCN(C(=O)/C=C/c1ccco1)c1c(N)n(CC(C)C)c(=O)[nH]c1=O	-29%	-16%	5%	-1%	5.8	27%	-10%	9
S=C(NNC(=S)Nc1ccc(Cl)cc1)NNc1ccccc1	7.5µM*	-15%	1%	4%	-2.1	-4%	4%	-29
O=c1[nH]c2ccc(Cl)cc2c(-c2ccccc2)c1N1CCN(c2ccccn2)CC1	-8%	-16%	2%	-20%	-1.6	18%	-24%	x
O=c1c(O)c(-c2ccccc2)oc2cc(O)cc(O)c12	-2%	-27%	-21%	5%	1.0	-3%	-19%	u
Cc1cc([N+](=O)[O-])ccc1-c1ccc(C2Nc3ccccc3C(=O)N2O)o1 (stereo not drawn)	-13%	-14%	17%	-17%	6.6	37%	-3%	x
